RAD54 branch: inhibitors of human RAD54 branch migration, primary screen, biochemical, fluorescence, single point; RAD54 Holliday junction branch migration, FAM/BHQ fluorescence; inhibition, % at 10.4 µM; 360,000 tested, 0.14% active; AID 602329, 2012;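 active means mean normalized replicate activity at least 40 and at least half of replicates scoring 40 or more; inconclusive means only one of the two criteria met; inactive means mean below 40 and under half of replicates reaching 40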;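 further: 0% = median of neutral control wells and 100% = median of positive control wells; inhibitors cause a drop in the FAM fluorescence signal; in these data hits start at about 50%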
esBAF inh: Bmi1 luciferase reporter increase in mESCs, primary screen, esBAF inhibitor project, mouse ES cells, Bmi1 luciferase knock-in, single point; 24 h; 100% = twice the neutral-well signal; reporter increase, % at 12.5 µM; 350,000 tested, 2% active; in the data active means activation above about 40%; inconclusive means no clear call, values can overlap the other calls;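 further: 0% = median of the plate's neutral control wells and 100% = double that signal; a rise in the Bmi1 reporter signal indicates esBAF inhibition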
RAD52 inh: RAD52 DNA annealing inhibitors, primary screen, biochemical, FRET, single point, set 2; recombinant RAD52 DNA annealing, FRET fluorescence; inhibition, % at 18.7 µM; 360,000 tested, 0.46% active;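 active means every replicate showing at least 50% inhibition; inconclusive means mean inhibition at least 50% but not in every replicate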
Target sequence (P43351 whole entry, looked up): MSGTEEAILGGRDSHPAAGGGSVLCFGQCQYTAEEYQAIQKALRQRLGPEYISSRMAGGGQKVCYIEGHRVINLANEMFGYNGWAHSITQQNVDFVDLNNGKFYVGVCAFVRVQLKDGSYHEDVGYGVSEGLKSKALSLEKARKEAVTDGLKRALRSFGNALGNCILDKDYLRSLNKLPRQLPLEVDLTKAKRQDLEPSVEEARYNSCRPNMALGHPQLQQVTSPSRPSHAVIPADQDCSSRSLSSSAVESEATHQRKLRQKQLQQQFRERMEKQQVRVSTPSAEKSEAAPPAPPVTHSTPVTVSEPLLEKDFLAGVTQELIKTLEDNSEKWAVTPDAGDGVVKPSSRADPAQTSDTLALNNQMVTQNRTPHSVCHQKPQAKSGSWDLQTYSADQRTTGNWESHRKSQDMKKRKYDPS
XiGFP reactiv: activators of inactive X chromosome reactivation, primary screen, imaging, XiGFP fibroblasts, GFP high-content imaging, set 2. XiGFP mouse fibroblasts, % GFP-positive cells imaging, 3 d; cells co-treated with 5-aza-dC sensitizer; scaled so ellipticine positive control = 100%. activation, % at 7.58 µM. 360,000 tested, 0.055% active;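 active means mean normalized replicate activation at least 10% and every replicate at or above 10%; inconclusive means only one of the two criteria met; inactive means mean below 10% and not all replicates reach 10%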;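 further: 0% = median of on-plate neutral control wells and 100% = ellipticine 6 µM median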
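assay system = SV40-immortalized XiGFP fibroblast cells, line 68-5-11 | buffer or medium = DMEM plus 5-aza-dC sensitizer | doses = single-point pinned compound dosing | times = 3-day compound exposure, then 15 min fixation at room temperature | benchmarks = positive control ellipticine, 6 µM final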
ERAP1 inh: human ERAP1 aminopeptidase inhibitors, primary screen, biochemical, single point, plate reader; inhibition, % at 10.7 µM; recombinant ERAP1, Leu-AMC fluorescence, 60 min; AID 652197, 2013; 340,000 tested, 0.15% active;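 active means mean replicate inhibition of at least 30%, or all replicates individually reaching that 30% level; inactive means mean below 30% and not every replicate reaching it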;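 further: 0% = neutral control wells and 100% = L-leucinethiol positive control wells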
E-sel inducer: E-selectin induction in HUVECs, primary screen, imaging, HUVEC, immunofluorescence imaging, single point; AID 686992, 2013; 260,000 tested, 0.37% active; activation, % at 7.58 µM; normalized: neutral wells 0, TNF-alpha wells 100; P16581;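 active means mean E-selectin-positive cell signal at least 10% of the positive control, reached in at least 60% of replicates, without over 20% cell loss; inconclusive means no rule given, readout overlaps actives, possibly toxicity-flagged; inactive means the rest, including those meeting only one limit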;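 further: in these data hits start at about 27%; measured in HUVEC primary endothelial cells; signal is the percent of cells scored E-selectin positive by PE staining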
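System: HUVEC, human umbilical vein endothelial cells; quantity: 3,000 cells/well; buffer or medium: EGM-2 medium, gelatin-coated wells; dosing: single-point compound dose; detection: immunofluorescence imaging; evaluation: % PE-positive cells; benchmarks: TNF-alpha, DMSO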
ERp5 inh: inhibitors of ERp5-driven insulin aggregation, primary screen, biochemical, turbidity, absorbance 650 nm, single point; AID 651711, 2012; 90 min; inhibition, % at 9.99 µM; 350,000 tested, 0.05% active;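 active means mean replicate inhibition above about 25%, with every replicate also reaching it, limit read from the data, passing the limit was not always enough; inconclusive means only one of those two criteria met; inactive means neither criterion met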
Target sequence (Q15084 whole entry, looked up): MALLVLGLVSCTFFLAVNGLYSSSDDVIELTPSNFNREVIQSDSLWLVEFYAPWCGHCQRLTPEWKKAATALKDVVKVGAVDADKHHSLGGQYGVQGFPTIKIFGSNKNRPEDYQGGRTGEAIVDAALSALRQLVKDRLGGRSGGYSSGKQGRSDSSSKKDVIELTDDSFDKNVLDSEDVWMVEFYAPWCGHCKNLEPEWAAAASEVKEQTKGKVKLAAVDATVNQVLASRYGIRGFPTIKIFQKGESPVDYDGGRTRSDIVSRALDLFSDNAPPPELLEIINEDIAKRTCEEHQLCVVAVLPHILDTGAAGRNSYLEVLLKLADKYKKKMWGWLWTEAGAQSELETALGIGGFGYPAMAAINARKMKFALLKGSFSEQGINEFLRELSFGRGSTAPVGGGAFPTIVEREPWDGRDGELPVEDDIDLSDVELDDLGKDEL
S100A4 inh HTS: inhibitors of S100A4-myosin IIA peptide binding, primary screen, biochemical, fluorescence polarization, TAMRA-MyoIIA peptide | Protein S100-A4 (Homo sapiens), P26447 | inhibition, % at 10.7 µM | 360,000 tested, 0.14% active | AID 652163, 2013;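 active means mean inhibition of at least 70% across replicates, with every replicate also reaching that level; inconclusive means mean inhibition reaches 70% but some replicates fall short; inactive means mean inhibition below 70%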
Target sequence (P26447 whole entry, looked up): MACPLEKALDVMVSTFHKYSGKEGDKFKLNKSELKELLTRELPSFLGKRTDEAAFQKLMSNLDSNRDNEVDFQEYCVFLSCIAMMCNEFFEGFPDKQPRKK
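Test system – S100A4 monomer (human) · Compound – single-point compound testing · Schedule – 5 min incubation before reading · Probe or stimulus – TAMRA-labelled myosin IIA heavy-chain peptide probe, 5 nM · Benchmarks – neutral control DMSO, positive control TFP · Medium – Calcium-containing HEPES buffer, pH 7.2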
Starred values were filed as active, the others as inactive; ? = inconclusive; . = no result given.

molecule	RAD54 branch	esBAF inh	RAD52 inh	XiGFP reactiv	ERAP1 inh	E-sel inducer	ERp5 inh	S100A4 inh HTS
C[C@@H]1CN([C@@H](C)CO)C(=O)c2cc(-c3ccncc3)cnc2O[C@@H]1CN(C)C(=O)c1ccccc1F	-7	4	8	-0.3	3	0.6	11	-2
COc1ccc(/C(N)=N/OC(=O)c2cccs2)cc1	.	.	3	0.0	-5	-0.1	0	12
C[C@@H]1CN([C@@H](C)CO)C(=O)c2cccc(NC(=O)c3nc4ccccc4s3)c2O[C@@H]1CN(C)S(=O)(=O)c1ccccc1	1	2	-20	0.1	1	0.3	-1	16
O=C(Nc1ccccc1C(=O)N1CCCCCC1)c1ccc(F)cc1	6	-2	7	0.0	0	0.8	-1	4
CCOC(=O)C1(CC2CCCCO2)CCN(Cc2nc(C(C)C)cs2)CC1 (stereo unspecified)	.	.	-16	0.0	2	0.3	7	5
Cc1ccc(-n2ccnc2SCC(=O)O)cc1C	-9	-2	-14	-0.1	-4	3.8	2	-3
CCN(CC(=O)NCc1cccs1)C(=O)/C=C/c1ccc(F)cc1	-1	-4	-10	0.0	-1	-0.1	1	-3
COc1ccc(C2=NS(=O)(=O)N(C)C(C(=O)Nc3ccc4c(c3)OCO4)=C2)cc1	10	4	-3	0.0	3	-1.0	11	3
N#C/C(=C\c1ccc[nH]1)C(=O)Nc1ccccc1F	-5	71*	-8	0.1	3	-1.0	5	-3
NS(=O)(=O)c1ccc(NC2(C(=O)O)CCCC2)cc1	7	-6	1	0.2	0	0.1	-1	0
CN(C)C(CNC(=O)C1CCN(S(=O)(=O)c2cccc(Cl)c2Cl)CC1)c1ccccc1 (stereo unspecified)	1	5	-17	0.0	2	0.3	-5	-1
CCCCC1=CC2=CC(=O)C(C)(OC(=O)CC)C(=O)C2=CN1CC(C)C (stereo unspecified)	-13	-10	-42	0.2	-2	-0.1	3	6
Cc1ccc2c(CN3CCOCC3)cc(=O)oc2c1	.	.	-12	0.2	-2	-0.1	-4	2
CCOc1cc(NC(=O)c2ccccn2)c(OCC)cc1NC(=O)c1ccccc1	.	-4	-8	0.0	6	.	5	-7
CCCN(CCC)C(=S)NC1CC2C=CC1C2 (stereo unspecified)	.	.	4	0.3	-3	12	0	-10
O=C(c1cccc2ccccc12)N1CCN=C1SCc1ccc([N+](=O)[O-])cc1	2	.	-6	-0.1	-4	-0.2	10	-1
Cc1sc2nc(C3CC3)nc(NCCNS(=O)(=O)c3ccccc3)c2c1C	1	-4	-11	.	1	.	-1	-3
CCC(CCc1ccccn1)C(=O)c1ccccc1 (stereo unspecified)	9	13	-3	0.5	-5	0.2	-2	-8
CC(NC(=O)COC(=O)c1ccc(N2CCCC2=O)cc1)c1ccc(F)cc1 (stereo unspecified)	0	2	-9	0.0	5	.	3	-2
C[C@@H](NC(=O)[C@H]1[C@H](CO)[C@H]2Cn3c(cccc3=O)[C@@H]1N2Cc1ccncc1)c1ccccc1	9	-1	3	0.4	0	-0.2	2	1
Cc1ccc(OCC(O)Cn2nc(C)cc2C)cc1 (stereo unspecified)	.	.	-13	-0.1	1	3.6	4	-3
C[C@H]1CN([C@@H](C)CO)C(=O)c2c(c3ccccc3n2C)-c2ccccc2CO[C@H]1CN(C)C(=O)Nc1ccc(-c2ccccc2)cc1	.	.	9	3.6	-2	0.0	-7	0
CCS(=O)(=O)NCC[C@H]1CC[C@@H](NS(=O)(=O)c2ccccc2C)[C@@H](CO)O1	-1	-3	-13	0.3	-1	-0.3	1	-6
O=C(c1cc(-c2ccccc2)nn1-c1ccccc1)N1CCN(S(=O)(=O)c2c(F)cccc2F)CC1	4	0	-8	-0.1	2	0.3	5	0
O=C(NCCC(=O)N(CCc1ccccc1)Cc1ccccc1)c1ccc(Br)cc1	1	8	18	-0.1	-1	0.8	14	-8
CCN(C(=O)CCN1C(=O)/C(=C/c2ccccc2)SC1=S)C1CCS(=O)(=O)C1 (stereo unspecified)	5	-75	5	0.0	6	.	0	1
CCC1=[N+](CC(=O)c2ccc(C)cc2)CCn2c(C)ccc21	.	.	-14	0.2	3	.	2	-9
CCCNC(=O)N1C[C@H](O)COC[C@H]2O[C@H](CC(=O)O)CC[C@@H]21	6	5	.	0.1	.	-0.1	.	.
Brc1ccc(CN2CCSCC2)cc1	0	0	-20	.	0	.	-2	0
C=CCn1c(SCCOC)nc2c1c(=O)[nH]c(=O)n2C	1	2	-5	-0.1	7	0.0	1	-1
CCOc1ccc(/C=N/NC(=O)C2CC2)cc1OC	0	-6	-11	0.0	2	0.4	8	1
Cc1cc(C)cc(NC(=O)C(c2ccccc2)N2CCN(CC(=O)NC3CC3)CC2)c1 (stereo unspecified)	-4	2	-7	0.9	0	.	5	-2
C=CCN(C(=O)c1csnn1)C(C(=O)NCc1ccccc1)c1ccccc1F (stereo unspecified)	1	-3	-7	0.0	1	0.2	1	-8
COc1ccc(CCNc2oc(COc3ccccc3Cl)nc2C#N)cc1OC	1	8	-17	0.1	2	3.1	4	-2
COCc1cc(=O)[nH]c(N2CCN(C(=O)c3ccco3)CC2)n1	2	-7	1	0.1	-3	-0.2	3	13
Cc1cc(C)nc(SCCCNCc2ccccc2)n1	1	0	-7	0.0	-3	.	1	-3
O=C(CNc1cccc([N+](=O)[O-])c1)N1CCN(S(=O)(=O)c2ccc(Cl)cc2)CC1	.	.	-20	0.0	0	3.8	-3	3
CCCc1ccc(OCCNC(=O)C2CCCCC2)cc1	.	.	-11	0.1	-1	5.1	-2	-2
CNC(=O)C[C@H]1C(=O)N(c2ccccc2)C[C@@H]1C	-5	-5	-17	?	0	.	-1	-1
Cc1cc(C(=O)N(CCC#N)Cc2cccs2)no1	.	.	-16	0.1	.	.	2	-9
CC(=O)c1cccc(NC(=O)CSc2n[nH]c(-c3ccncc3)n2)c1	-6	3	-23	0.1	-4	.	-13	-4
Cn1c(/C=C/c2cccc([N+](=O)[O-])c2)nc2ccccc2c1=O	.	.	-6	0.0	-3	.	1	-3
O=C(C1CCC1)N1C[C@@H]2[C@H](c3ccccc31)[C@@H](CO)N2C(=O)c1ccccc1	-3	1	-18	0.5	0	0.1	-4	-2
COc1cccc(NC(=O)CN(C)S(=O)(=O)c2ccc3[nH]c(=O)oc3c2)c1	-6	-8	-12	0.2	-3	.	.	-5
COc1ccc(NC(=O)CCNS(=O)(=O)c2ccccc2F)cc1S(N)(=O)=O	0	-4	-10	0.0	3	.	2	-4
Cc1ccc(S(=O)(=O)N(C)C[C@@H]2OCCCC[C@@H](C)Oc3ccc(NC(=O)Nc4ccc5c(c4)OCO5)cc3C(=O)N([C@@H](C)CO)C[C@@H]2C)cc1	6	7	-11	0.0	1	.	-5	-1
OCCC1CN(C2CCN(c3ccccc3)CC2)CCN1Cc1ccc(F)c(F)c1 (stereo unspecified)	16	-12	-7	0.1	.	-0.1	0	-5
Cc1ccc(-n2cc(C(=O)c3ccc(N4CCN(C)CC4)cc3)nn2)cc1Cl	7	1	-14	0.2	-2	.	6	-7
COCC(=O)N1C[C@@H]2[C@H](c3ccccc31)[C@H](CO)N2C(=O)Nc1ccccc1Cl	4	0	-3	-0.1	1	0.2	-1	6
Oc1cc(-c2ccccc2)c2ccccc2c1	.	.	2	0.3	-2	.	1	-8
COC(=O)/C(C#N)=C/c1c(N2CCN(c3ccc(OC)cc3)CC2)nc2c(C)cccn2c1=O	-12	-8	-5	0.0	-2	0.0	5	-4
CCN(CC)P(=O)(Nc1ccc(C)cc1Br)c1ccc(N(C)C)cc1NC(=O)c1ccco1 (stereo unspecified)	.	.	-21	-0.1	-2	.	3	4
O=C(COC(=O)c1cc[n+]([O-])cc1)Nc1ccc(Cl)c(C(F)(F)F)c1	-16	1	-27	0.1	-2	.	-2	-3
COc1ccc(NC(=O)Nc2ccc3c(c2)C(=O)N([C@H](C)CO)C[C@@H](C)[C@H](CN(C)CC2CCCCC2)OCCCC[C@@H](C)O3)cc1	9	0	3	0.3	2	0.0	-2	3
COC(=O)c1ccc(NC(=S)N2CCN(C)CC2)cc1	.	.	-10	0.4	.	6.8	1	0
COc1ccccc1NC(=O)CN1CCC(c2nc3ccc(C)cc3[nH]2)CC1	2	0	-1	0.2	0	4.3	11	-3
CCOc1ccc(S(=O)(=O)Nc2cccc(C(=O)N(C)CC(=O)Nc3ccc(OC)cc3)c2)cc1	-5	5	-11	0.0	1	0.0	5	-3
C[C@@H]1CN([C@H](C)CO)C(=O)c2cc(NC(=O)Nc3ccc4c(c3)OCO4)ccc2O[C@@H](C)CCCCO[C@@H]1CN(C)S(=O)(=O)c1cn(C)cn1	4	68*	11	-1.1	-1	-0.3	-2	1
Cc1ccccc1NC(=S)N/N=C1\CC(C)(C)Oc2ccc(O)cc21	.	.	-14	0.0	-1	.	1	-1
Cc1ccc(S(=O)(=O)N(C)C[C@@H]2Oc3ccc(NS(=O)(=O)c4ccc(F)cc4)cc3CC(=O)N([C@@H](C)CO)C[C@@H]2C)cc1	-2	5	6	-1.0	0	-0.2	-4	51

Continuation.
molecule	RAD54 branch	esBAF inh	RAD52 inh	XiGFP reactiv	ERAP1 inh	E-sel inducer	ERp5 inh	S100A4 inh HTS
O=C(COC(=O)c1cc(-c2cccc(Br)c2)nc2ccccc12)NCC1CCCO1 (stereo unspecified)	.	.	-19	0.0	-5	.	-1	1
Cc1cc(Nc2cccc([N+](=O)[O-])c2)n2c(nc3ccccc32)c1C#N	-6	-43	-5	.	1	.	23	0
OCC[C@H]1C[C@H](O)[C@@H](O)[C@]2(Cc3ccccc3O2)O1	-7	-1	-12	0.0	-2	0.6	2	1
Cc1ccc2nc(NC(=O)c3ccc(Br)o3)sc2c1	4	-6	-10	0.1	0	0.1	3	15
O=C(NC1CCN(C(=S)Nc2ccc(Cl)cc2)CC1)C1CCCCC1	.	-2	-15	0.0	-3	0.2	9	-2
O=C(C[n+]1ccccc1)c1ccc(Cl)cc1	-13	-1	-8	0.1	3	0.7	-1	1
CC(=O)N1CCN(S(=O)(=O)c2cccc(C(=O)Nc3nc4c(s3)CCCC4)c2)CC1	-16	-5	5	.	5	.	3	-3
COCCNC(=O)C1CCCN(C(=O)c2csc3ccccc23)CC1 (stereo unspecified)	-1	-6	-3	0.1	-2	.	-1	-2
